# Compound activity (PubChem)
# TRHR enhancer: qHTS for Small Molecule Agonists and Allosteric Enhancers of Human TRH Receptor: Primary Screen for Enhancers; TRHR cells, fluo-8 calcium fluorescence, EC20 TRH enhancement; AID 493056, 2011; 360,000 tested, 0.66% active; Thyrotropin-releasing hormone receptor (Homo sapiens), P34981; enhancement, % at 2 µM; in the data active means enhancement above about 30%; further: 0% is about no effect
#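 Enhancer read-out: after compound pinning and an initial kinetic agonist-mode read, an EC20 of TRH (10 nM final) was injected and fluo-8 calcium signal (Ex 480/Em 530) followed at 1 s/cycle for 100 cycles in TRHR-expressing cells.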
# D2 agonist: HTS Assay for Allosteric Agonists of the Human D2 Dopamine Receptor: Primary Screen for Agonists; AID 485358, 2010; 340,000 tested, 0.53% active; D(2) dopamine receptor (Homo sapiens), P14416; HEK293 T-REx D2 cells, calcium flux agonist mode; activation, % at 2 µM;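 active means activation over 3 SD above normal in the single-dose calcium agonist read, cut at about 30% in these data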; further: 0% is about no effect
# Target sequence (P14416 whole entry, looked up): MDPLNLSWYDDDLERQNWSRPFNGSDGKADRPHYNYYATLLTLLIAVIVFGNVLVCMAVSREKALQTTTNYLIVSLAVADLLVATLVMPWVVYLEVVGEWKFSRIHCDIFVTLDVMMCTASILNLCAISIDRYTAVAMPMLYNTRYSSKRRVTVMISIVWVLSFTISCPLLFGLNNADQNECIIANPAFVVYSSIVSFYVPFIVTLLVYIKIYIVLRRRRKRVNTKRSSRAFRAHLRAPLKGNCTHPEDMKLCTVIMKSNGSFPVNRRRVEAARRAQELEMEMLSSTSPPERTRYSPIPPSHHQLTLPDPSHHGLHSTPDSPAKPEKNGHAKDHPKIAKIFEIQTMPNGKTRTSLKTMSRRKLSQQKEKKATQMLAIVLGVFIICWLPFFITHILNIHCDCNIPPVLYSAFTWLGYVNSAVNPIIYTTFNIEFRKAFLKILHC
#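 Agonism is scored from calcium flux in a force-coupled, inducible HEK293 cell line expressing D2, read kinetically for 180 s after compound addition against dopamine controls.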
# D1 antag: Antagonist of Human D 1 Dopamine Receptor: qHTS; D(1A) dopamine receptor (Homo sapiens), P21728; HEK293 TREx D1 cells, calcium flux, dopamine EC80; stronger effect = lower value; activity change, negative = inhibition, % at 10 µM; 360,000 tested, 3.2% active; AID 504652, 2011; in the data active means activity change below about -30%; further: on the % scale 0 is the no-effect control and ±100 the full control effect
# Target sequence (P21728 whole entry, looked up): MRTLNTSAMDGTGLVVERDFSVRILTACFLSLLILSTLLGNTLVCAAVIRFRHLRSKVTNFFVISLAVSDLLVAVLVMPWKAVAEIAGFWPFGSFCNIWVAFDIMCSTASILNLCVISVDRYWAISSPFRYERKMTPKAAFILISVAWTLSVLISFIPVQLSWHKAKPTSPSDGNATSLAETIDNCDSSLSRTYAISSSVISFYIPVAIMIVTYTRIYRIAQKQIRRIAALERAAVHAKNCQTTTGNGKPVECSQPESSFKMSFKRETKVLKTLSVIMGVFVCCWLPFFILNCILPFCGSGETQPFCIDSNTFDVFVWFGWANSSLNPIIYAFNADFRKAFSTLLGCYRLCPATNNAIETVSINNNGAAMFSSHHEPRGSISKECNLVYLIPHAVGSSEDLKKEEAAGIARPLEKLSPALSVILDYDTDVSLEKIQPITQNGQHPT
#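 After overnight tetracycline induction at 30 C, force-coupled D1 HEK293 cells took up a no-wash calcium dye at room temperature. Compounds were added and monitored 180 s, and the response to EC80 dopamine was then recorded.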
# D1 agonist: Allosteric Agonists of the Human D1 Dopamine Receptor: qHTS | D(1A) dopamine receptor (Homo sapiens), P21728 | HEK293 T-REx D1 cells, calcium flux, agonist mode | activation, % at 2 µM | 360,000 tested, 1% active | AID 504660, 2011; in the data active means activation above about 30%; further: 0% is about no effect
#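 Inducible HEK293 T-REx D1 cells, force-coupled to calcium signalling, were plated at 4000 cells/well with tetracycline and held overnight at 30 C. After no-wash calcium dye loading, compound-evoked calcium rise over 180 s flagged agonists.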
# D2 antagonist: HTS Assay for Allosteric Antagonists of the Human D2 Dopamine Receptor: Primary Screen for Antagonists | D(2) dopamine receptor (Homo sapiens), P14416 | HEK293 TREx D2 cells, calcium flux, dopamine EC80 | inhibition, % at 10 µM | 340,000 tested, 2% active | AID 485344, 2010; in the data active means inhibition above about 30%; further: 0% is about no effect
#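 Measurement of antagonist activity uses fluorescent calcium dye in inducible HEK293 T-REx D2 cells: 10 s baseline, compound addition with 180 s read, EC80 dopamine addition with a further 180 s read.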
# RXFP1 agonist: qHTS Assay for Agonists of the Relaxin Receptor RXFP1 | 370,000 tested, 0.3% active | AID 2676, 2010 | Potency, µM (top dose mostly 57.5 µM), inactives show at the highest dose activation, usual class: activators | Relaxin receptor 1 (Homo sapiens), Q9HBX9 | HEK293T-RXFP1 cAMP TR-FRET, 30 min; response scale: percent of porcine relaxin response, buffer zero; active means well fitted activation curve with a large enough effect; inconclusive means small, poorly fitted or top-dose-only effect; further: potency means the concentration at half of the fitted maximal effect; on the % scale 0 is the no-effect control and ±100 the full control effect; nearly all actives have a fitted effect of over 60% in size; many of its hits are not listed in these tables
#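 cAMP rise read by TR-FRET after 30 min, 37C compound exposure (up to 58 uM) in RXFP1-transfected HEK293 cells with Ro 20174 present. EC50 from Hill-equation fits, with 29 nM porcine relaxin as 100% and buffer as basal.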
# RXFP1 antagonist: qHTS Assay for Antagonists of the Relaxin Receptor RXFP1. Relaxin receptor 1 (Homo sapiens), Q9HBX9. HEK293-RXFP1, relaxin-stimulated cAMP HTRF, 30 min; stronger effect = lower value. activity change, negative = inhibition, % at 57.5 µM. 350,000 tested, 0.59% active. AID 1259400, 2018;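 active means activity change of -60% or lower, but not beyond a set lower limit; inconclusive means change between -60% and -40%, or beyond the set limit; inactive means change above -40%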; further: on the % scale 0 is the no-effect control and ±100 the full control effect
# D1 PAM: Potentiators of Human D1 Dopamine Receptor: qHTS; 360,000 tested, 0.036% active; HEK293 TREx D1 cells, calcium flux, dopamine EC20 potentiation; AID 504651, 2011; potentiation, % at 10 µM; D(1A) dopamine receptor (Homo sapiens), P21728; in the data active means potentiation above about 30%; further: 0% is about no effect
# D2 PAM: HTS Assay for Positive Allosteric Modulators of the Human D2 Dopamine Receptor: Primary Screen for Potentiators | D(2) dopamine receptor (Homo sapiens), P14416 | HEK293 T-REx D2, calcium flux, EC20 dopamine potentiation | potentiation, % at 10 µM | 340,000 tested, 0.34% active;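 active means potentiation over 3 SD above the plate norm, cut at about 30% in these data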; further: 0% is about no effect
#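 Tetracycline-induced Hek293 Trex D2 cells, force-coupled to calcium, loaded with no-wash calcium dye. Compound added with 180 s kinetic read for agonism, then EC20 dopamine and a further 180 s read for potentiation.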
# An asterisk follows results filed as active; ? = inconclusive; . = no result given; & = joins results of further samples.
SMILES,D2 PAM,RXFP1 agonist,RXFP1 antagonist,D1 PAM,TRHR enhancer,D1 antag,D2 antagonist,D2 agonist,D1 agonist
Cc1ccc(S(=O)(=O)N2CCOCC2)cc1NC(=O)c1cccc(S(=O)(=O)N2CCCC2)c1,-3,-0.1%,2,-3,-7,-24,-8,-0.2,0
CCOC(=O)C1(Cc2ccc(OC)cc2)CCN(C(=O)CCn2cccn2)CC1,3,-3.5%,2,9,1,3,1,0.4,3
Cc1ccc(NC(=O)c2ccc(NCCCN3CCC(C)CC3)c([N+](=O)[O-])c2)cc1F,-17,0.5%,-6,-8,3,-8,5,29,6
CC(C)c1ccccc1NC1=CC(=O)CC(C)(C)C1,1,-0.9%,9,-4,-1,21,-15,0.7,3
COc1ccccc1CNC(=O)COCc1cc(-c2ccc3c(c2)OCO3)on1,-5,1.0%,-20,-1,0,2,.,0.2,-2
COc1ccc(CNc2nc(NCc3ccc(OC)cc3)n(C(=O)c3ccncc3)n2)cc1,8,-2.8%,11,-3,0,1,3,1.3,5
O=S(=O)(Nc1ccccc1C(F)(F)F)c1ccc(-c2ccccn2)s1,10,?,5,-8,-1,0,-11,-0.5,1
CC(=O)N1c2ccc(S(=O)(=O)N3CCCCCC3)cc2CC1C(=O)NC(C)C (stereo not drawn),4,2.8%,.,0,-4,1,.,-0.6,-1
C=C1CSc2nc(=O)c3c(C)c(C)sc3n21,1,5.8%,1,-2,-3,-9,-9,0.2,1
COc1ccc(/C=C(\NC(=O)c2ccco2)C(=O)NCCc2nc3ccccc3[nH]2)cc1,-3,0.8%,-6,-2,8,-16,0,0.6,3
CN1C(=O)Cc2cc(S(=O)(=O)N3CCN(c4cccc(C(F)(F)F)c4)CC3)ccc21,.,0.1%&1.4%,17&-3,-11&2,3&3,-15&0,.,0.3,3&0
CCOc1cc(N2CCOCC2)c(OCC)cc1NC(=O)CN1C(=O)N(C)C2(CCCCC2)C1=O,.,-2.4%,4,1,2,-13,.,.,0
Cc1cccc(NS(=O)(=O)c2cccc([N+](=O)[O-])c2)n1,-1,3.7%,-4,-5,4,-1,-4,-0.3,3
CCc1ccc(OCC(=O)NC(=S)Nc2ccc(Br)c(C)n2)cc1,-13,4.3%,3,1,-6,-11,0,1.7,0
Cc1ccccc1C1C2=C(Nc3[nH]n(-c4ccccc4)c(=O)c31)c1ccccc1C2=O (stereo not drawn),3,4.3%,.,5,0,16,-6,-1.3,1
C=CCn1c(SCC(=O)c2[nH]c(C)c(C(C)=O)c2C)nnc1-c1ccncc1,0,0.8%,-9,-3,2,2,-6,5.0,3
CCc1ccc(S(=O)(=O)NCCc2csc(-c3ccccc3)n2)s1,-2,4.2%,-10,-12,-4,-25,22,1.5,17
Nc1ccc(C(=O)N/N=C\C=C\c2cccc([N+](=O)[O-])c2)cc1,-4,1.6%,-3,4,8,-20,48*,3.5,4
COc1ccccc1OCC(=O)Nc1ccncc1,10,-0.7%,1,4,-3,-10,-6,0.5,9
Nc1ccc(S(=O)(=O)NC(Cc2ccccc2)C(=O)O)cc1 (stereo not drawn),6,-1.1%,9,0,-4,-24,-7,1.1,3
CC(CNC(=O)c1ccc(N)cc1)NC(=O)c1ccc(N)cc1 (stereo not drawn),-28,-1.7%,0,0,7,1,-9,0.6,1
O=C(NCN1C(=O)C2C3C=CC(C3)C2C1=O)Nc1cccnc1 (stereo not drawn),.,-0.5%,-6,3,9,3,.,.,2
O=C(CSCc1cccc(CSCC(=O)Nc2ccccc2)n1)Nc1ccccc1,-1,-2.3%,-2,-2,-3,-16,-12,-2.1,1
Cc1cc(F)ccc1Nc1nc2ccccc2n2nnnc12,7,?,-4,7,-1,7,.,0.5,0
COc1ncnc2c1sc1nc(-c3ccccc3)c3c(c12)CCCC3,1,0.2%,-15,5,5,23,-14,2.8,2
CC(NC(=O)c1c(F)cccc1Cl)c1ccc(-n2ccnc2)cc1 (stereo not drawn),9,-0.6%,6,-1,1,-2,-2,0.6,3
CC1CCCCN1c1nnc(NC(=O)Nc2ccccc2F)s1 (stereo not drawn),1,5.0%,-7,1,1,3,.,0.8,-1
CCc1ccccc1Nc1nc(N)nc(COC(=O)C2CCN(C(=O)c3ccc(F)cc3)CC2)n1,7,-0.2%,6,-5,2,-1,3,0.2,4
Cc1ccc(/C=N/n2c(C)cc(C)c(C#N)c2=O)cc1,-4,0.2%,-4,-6,-1,1,-2,1.2,2
COc1ccc(OC(=O)c2nc(SCc3ccccc3C)ncc2Cl)cc1,-8,-1.3%,-12,3,-8,-7,.,1.1,12
Cc1cc(C)n(C2CC(=O)N(c3ccccc3)C2=O)n1 (stereo not drawn),3,1.4%,-24,-3,9,7,2,0.7,-2
O=[N+]([O-])c1ccccc1N/N=C/c1c[nH]c2ccccc12,-6,-3.3%,-1,-5,0,-71*,-4,0.1,6
CCOC(=O)c1sc(NC(=O)c2ccc(=O)[nH]c2)nc1C,4,3.4%,-9,-8,3,-13,20,0.6,2
O=C(CC1C(=O)NCCN1Cc1c(F)cccc1Cl)NCCCOc1cccnc1 (stereo not drawn),4,-1.0%,3,-7,4,8,25,0.5,1
CCOC(=O)N1CCc2c(sc(NC(=O)C3=COCCO3)c2C(N)=O)C1,4,1.8%,-1,-3,4,-28,.,.,-1
COc1cccc(C(c2nnnn2Cc2ccco2)N2CCN(Cc3ccccc3)CC2)c1OC (stereo not drawn),-16,0.3%,-7,0,-3,4,13,10,4
COc1ccc2c(c1)c1c(c(=O)n(-c3ccccc3)c(=O)n1CC(=O)NCCC1=CCCCC1)n2C,-2,-1.6%,.,-1,3,-8,.,0.7,0
O=C(c1ccc(F)c(S(=O)(=O)N2CCOCC2)c1)N(CCc1ccccc1)Cc1ccccc1,11,0.9%,-4,-2,5,-39*,-4,0.4,4
CC(=O)Nc1nc2ccc(C(=O)NCCOC(=O)C3CCCCC3)cc2s1,10,0.2%,-7,-4,4,4,5,0.3,0
O=C(OC1CCc2ccccc2C1=O)c1ccccc1O (stereo not drawn),12,1.0%,-22,22,-3,-6,-11,-2.0,7
COc1cc(NC(=O)NNC(=O)c2cc3occc3n2C)cc(OC)c1OC,5,1.2%,-2,-2,-6,-17,-13,0.3,2
CSc1ccc(/C=C(\NC(=O)c2ccc(C)cc2)C(=O)Nc2cccc(C)c2)cc1,-2,-0.9%,-8,-1,2,-9,-2,2.6,5
CC(C)CC(NC(=O)C(NC(=O)C(Cc1ccc(OCc2ccccc2)cc1)NC(=O)OC(C)(C)C)C(C)C)C(N)=O (stereo not drawn),-1,0.3%,-9,-9,-1,-2,-8,-0.7,4
COc1ccc(CCC(=O)NNC(=O)Nc2ccccc2Cl)cc1,1,-1.9%,9,-2,-7,8,3,0.0,1
O=C(N/C(=C/c1cn(-c2ccccc2)nc1-c1ccccc1)C(=O)N1CCOCC1)c1ccc(Cl)cc1Cl,11,1.1%,-4,6,-1,21,-9,-0.2,4
C=CCSc1nnc(CCc2ccccc2)n1N,.,0.2%,7,-8,0,-3,.,.,0
Cc1cccc(NC(=O)CNC(=O)COc2ccc(C(=O)c3ccc(F)cc3)cc2)c1C,.,9.6%,-3,-4,-1,4,.,.,7
CN(C)c1ccc(/C=N/Nc2nc3ccccc3o2)cc1,12,-2.6%,-5,-2,12,-5,2,-0.5,4
CCN(CC)S(=O)(=O)c1ccc(C(=O)N(c2ccc(C)cc2)C2C=CS(=O)(=O)C2)cc1 (stereo not drawn),-1,-0.5%,-13,4,42*,33,1,-3.4,4
S=C(NCc1ccco1)Nc1ccc(Br)cn1,3,-2.7%,1,-2,-2,20,-8,-0.9,0

# Of the compounds above, 10 have fluorine.
SMILES,D2 PAM,RXFP1 agonist,RXFP1 antagonist,D1 PAM,TRHR enhancer,D1 antag,D2 antagonist,D2 agonist,D1 agonist
Cc1ccc(NC(=O)c2ccc(NCCCN3CCC(C)CC3)c([N+](=O)[O-])c2)cc1F,-17,0.5%,-6,-8,3,-8,5,29,6
O=S(=O)(Nc1ccccc1C(F)(F)F)c1ccc(-c2ccccn2)s1,10,?,5,-8,-1,0,-11,-0.5,1
CN1C(=O)Cc2cc(S(=O)(=O)N3CCN(c4cccc(C(F)(F)F)c4)CC3)ccc21,.,0.1%&1.4%,17&-3,-11&2,3&3,-15&0,.,0.3,3&0
Cc1cc(F)ccc1Nc1nc2ccccc2n2nnnc12,7,?,-4,7,-1,7,.,0.5,0
CC(NC(=O)c1c(F)cccc1Cl)c1ccc(-n2ccnc2)cc1 (stereo not drawn),9,-0.6%,6,-1,1,-2,-2,0.6,3
CC1CCCCN1c1nnc(NC(=O)Nc2ccccc2F)s1 (stereo not drawn),1,5.0%,-7,1,1,3,.,0.8,-1
CCc1ccccc1Nc1nc(N)nc(COC(=O)C2CCN(C(=O)c3ccc(F)cc3)CC2)n1,7,-0.2%,6,-5,2,-1,3,0.2,4
O=C(CC1C(=O)NCCN1Cc1c(F)cccc1Cl)NCCCOc1cccnc1 (stereo not drawn),4,-1.0%,3,-7,4,8,25,0.5,1
O=C(c1ccc(F)c(S(=O)(=O)N2CCOCC2)c1)N(CCc1ccccc1)Cc1ccccc1,11,0.9%,-4,-2,5,-39*,-4,0.4,4
Cc1cccc(NC(=O)CNC(=O)COc2ccc(C(=O)c3ccc(F)cc3)cc2)c1C,.,9.6%,-3,-4,-1,4,.,.,7

# A portion of the library; rates above refer to the full screens.
